Source: PubChem BioAssay
HBB splice mod – modulators of hemoglobin beta chain splicing | HBB splicing reporter cell assay, activation; EGFP reporter with mutant IVS2-654 intron; response scale: normalised to 500 nM splice-correcting PNA | Potency, µM (titrated, usually from 46.1 µM), for inactives: at the top dose activation, hits mostly activators | actives 0.06% (n = 65,000) | AID 925; also: potency is read from the fitted curve at half-maximal effect; 0% is about no effect
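Compounds were applied for 2 days to HeLa EGFP-654 cells, 500/well in Optimem with 2% FCS. The reporter's EGFP is disrupted by mis-splicing of beta-globin intron IVS2-654. Readout: summed well GFP fluorescence from 488 nm laser scanning; reference was 500 nM antisense […] 654 PNA.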
HADH2 inh – HADH2 (human) dehydrogenase inhibition. recombinant HADH2, NADH fluorescence, beta-hydroxybutyryl-CoA. actives 3.4% (n = 73,000). Potency, µM (titrated, usually from 57.1 µM), for the others: top-dose activity change, negative = inhibition, most hits filed as inhibitors; also: potency is read from the fitted curve at half-maximal effect; % is scaled to controls: 0 for no effect and ±100 for the full control effect; nearly all actives have a fitted effect of over 60% in size; many of its hits are not listed in these tables
Target sequence (Q99714 whole entry, looked up, one chain of several): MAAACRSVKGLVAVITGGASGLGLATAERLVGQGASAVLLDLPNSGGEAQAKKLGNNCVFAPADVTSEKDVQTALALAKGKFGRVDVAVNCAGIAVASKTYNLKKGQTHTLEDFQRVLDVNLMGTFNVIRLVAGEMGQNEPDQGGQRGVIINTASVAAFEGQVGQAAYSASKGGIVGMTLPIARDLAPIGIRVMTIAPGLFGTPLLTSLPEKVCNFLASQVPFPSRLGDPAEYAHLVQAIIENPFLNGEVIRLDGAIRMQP
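Buffer 100 mM Tris-HCl pH 9.0/0.01% Tween-20; HADH2 20 nM; NAD+ 1 mM; beta-hydroxybutyryl-CoA 90 uM (all final). 15 min cpd preincubation, RT.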
Rhodamine autofl – rhodamine region autofluorescence | Rhodamine-region fluorescence, 547/598 nm, Tris buffer; active compounds read high | max dye-equivalent concentration, M | actives 0.05% (n = 59,000) | AID 594; in the data active = max dye-equivalent concentration above about 11 nM; inconclusive = between about 1.1 nM and that limit
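A six-point rhodamine series on each plate calibrates the signal. Compounds sit in 100 mM Tris (pH 8.0) for 15 min at ambient temperature before imaging through 547 nm/598 nm filters.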
Hsp90 Hop PPI – changes Hsp90-Hop TPR2A binding signal, up or down; AlphaScreen TPR2A-His6 binding biotin-Hsp90 C-terminal peptide; Potency, µM (top dose mostly 57 µM), inactives show top-dose activity change, negative = inhibition; actives 0.44% (n = 71,000); AID 595; active = well fitted curve in either direction with a large enough effect; inconclusive = small, poorly fitted or top-dose-only effect, or another doubt; also: potency is read from the fitted curve at half-maximal effect; % is scaled to controls: 0 for no effect and ±100 for the full control effect; many of its hits are not listed in these tables
Pol III holo inh – DNA polymerase III holoenzyme inhibition; reconstituted DNA polymerase III holoenzyme replication, biochemical; Potency, µM (titrated, usually from 57.1 µM), inactives show at the top dose activity change, negative = inhibition; actives 0.25% (n = 71,000); AID 603; also: potency is read from the fitted curve at half-maximal effect; % is scaled to controls: 0 for no effect and ±100 for the full control effect
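Reconstituted *E. coli* holoenzyme (0.35 nM Pol III, 1 nM beta, 154 nM SSB, 2 nM primase) was preincubated with compound for 15 min at RT. Synthesis on 1.4 nM ssM13Gori ran 35 min, then was stopped with PicoGreen/EDTA and read as dsDNA fluorescence.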
ALOX15 inhib – inhibitors of human 15-lipoxygenase (ALOX15); P16050; purified 15hLO-1, xylenol orange hydroperoxide absorbance; Potency, µM (titrated, usually from 57.1 µM), for the others: top-dose activity change, negative = inhibition, usual class: inhibitors; actives 1.4% (n = 74,000); also: potency is read from the fitted curve at half-maximal effect; % is scaled to controls: 0 for no effect and ±100 for the full control effect; nearly all actives have a fitted effect of over 55% in size
Target sequence (P16050 whole entry, looked up): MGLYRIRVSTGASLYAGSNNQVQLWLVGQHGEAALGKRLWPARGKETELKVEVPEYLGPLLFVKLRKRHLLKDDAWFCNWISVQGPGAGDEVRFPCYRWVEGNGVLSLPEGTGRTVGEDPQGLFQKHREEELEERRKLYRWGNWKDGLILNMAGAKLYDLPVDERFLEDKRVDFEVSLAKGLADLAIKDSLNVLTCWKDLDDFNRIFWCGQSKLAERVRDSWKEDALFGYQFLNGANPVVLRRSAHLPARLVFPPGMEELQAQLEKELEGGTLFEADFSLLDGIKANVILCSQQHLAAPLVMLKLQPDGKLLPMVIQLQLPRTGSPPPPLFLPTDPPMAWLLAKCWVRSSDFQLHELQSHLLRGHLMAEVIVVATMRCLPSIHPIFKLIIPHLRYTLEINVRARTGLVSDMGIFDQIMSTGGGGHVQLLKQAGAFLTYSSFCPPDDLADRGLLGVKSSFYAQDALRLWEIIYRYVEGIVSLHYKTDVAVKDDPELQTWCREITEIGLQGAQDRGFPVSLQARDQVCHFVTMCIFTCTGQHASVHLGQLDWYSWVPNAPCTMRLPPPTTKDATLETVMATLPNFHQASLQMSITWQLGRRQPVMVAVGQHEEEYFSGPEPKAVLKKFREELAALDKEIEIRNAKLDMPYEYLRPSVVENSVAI
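Quantitative HTS in 25 mM Hepes pH 7.5 containing 0.01% Triton X-100: human 15hLO-1 at 40 nM, arachidonic acid at 50 uM, 6 min turnover. Product quantified via ferrous oxidation/xylenol orange, 573:405 nm absorbance ratio.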
Fluorescein autfl – compound fluoresces in the fluorescein spectral region; Compound autofluorescence, 480/540 nm, fluorescein-equivalent; active compounds read high; max fluorescein-equivalent concentration, M; actives 0.91% (n = 59,000); AID 593; in the data active = max fluorescein-equivalent concentration above about 10 nM; inconclusive = between about 1.1 nM and that limit
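Fluorescein stocks ranging 3 mM down to 300 nM, plus DMSO blanks, were pinned alongside compounds to build a per-plate standard curve. Buffer: 100 mM Tris, pH 8.0. Incubation 15 min, room temperature; filters 480/540 nm.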
Texas Red fluor – compound fluoresces in the Texas Red spectral region; AID 587; max dye-equivalent concentration, M; Compound fluorescence, Texas Red channel, 547/618 nm; active compounds read high; actives 0.06% (n = 59,000); in the data active = max dye-equivalent concentration above about 10 nM; inconclusive = between about 1.1 nM and that limit
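qHTS profiling of intrinsic compound fluorescence; 100 mM Tris pH 8.0; 15 min RT; ex 547 / em 618 nm; response expressed as Texas Red dye-equivalent concentration from six-point plate standard.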
Ub-GFP proteasome – inhibits proteasome, raising ubiquitin-GFP reporter fluorescence. 67,000 tested, under 10 active. Ubiquitin-GFP reporter cells, proteasome inhibition, GFP fluorescence; response scale: untreated = 0%, 10 µM MG-132 = 100%. Potency, µM (titrated, usually from 45.9 µM), inactives show top-dose activation (GFP accumulation), actives largely listed as activators; active = well fitted activation curve with a large enough effect, not every such curve was filed as active; inconclusive = small, poorly fitted or top-dose-only effect, or another doubt; inactive = no such curve, though single readings can be large or run the other way; also: potency is read from the fitted curve at half-maximal effect
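Proteasome block read as GFP accumulation: ubiquitin(G76V)-GFP U2OS cells exposed to compound (2.9 nM–46 uM) for 4 hr at 37 C. Normalization used untreated cells as 0% and 10 uM MG-132 as 100%; concentration-response curves fitted.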
4-MU autofl – 4-MU region autofluorescence | compound autofluorescence, 340/450 nm, 4-MU equivalents; active compounds read high | max dye-equivalent concentration, M | actives 11% (n = 59,000); in the data active = max dye-equivalent concentration above about 10 nM; inconclusive = mostly about 1.1 nM to 9.6 nM
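Intrinsic fluorescence at 340/450 nm (ex/em) was read after 15 min at room temperature in pH 8.0, 100 mM Tris. Each compound concentration expressed as 4-MU-equivalent concentration from a six-point 4-MU standard series on each plate.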
GFP derepression – epigenetic GFP locus derepression in mouse cells; mouse C127i GFP locus derepression, cytometry, 30 h; Potency, µM (top dose mostly 46.1 µM), without a hit: at the top dose GFP derepression (activation); actives 0.09% (n = 68,000); also: % of control where 0% means no effect
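Read-out is the number of GFP-positive cells, scored as fluorescent objects 20 to 120 um wide, reflecting derepression of a silenced CMV-GFP reporter in murine C127i cells after 30 h compound exposure at 37 C.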
Active calls of the source: *; i = inactive; ? = inconclusive; . = not tested or not shown; & = joins results of further samples; [ ] = remark or other dose. Unless noted, calls follow the shape of the dose curve; as a rule, active = well fitted curve in the direction sought with a large enough effect; inconclusive = small, poorly fitted or top-dose-only effect, or another doubt; inactive = no such curve, though single readings can be large; an effect the other way counts as inactive or inconclusive.

1	C[C@@H]1O[C@@H](O[C@H]2C[C@@H](O)[C@]3(CO)[C@@H]4[C@@H](O)C[C@]5(C)[C@H]([C@@H]6COC(=O)C6)CC[C@@]5(O)[C@H]4CC[C@@]3(O)C2)[C@H](O)[C@H](O)[C@@H]1O
2	c1nc[nH]n1
3	Cc1nc(-c2ccc(-c3ccc(C(=O)N4CCc5cc6c(cc54)C4(CCN(C)CC4)CO6)cc3)c(C)c2)no1
4	COc1ccccc1CN1CCN(C(=O)Cc2ccccc2)CC1
5	O=C1CN(C(=O)CN2CCCCC2)C(c2ccccc2)c2cc(Br)ccc2N1 (stereo unspecified)

Assay by compound,1,2,3,4,5
HBB splice mod,-0.3%,0.4%,-0.6%,-1.6%[0.0738 µM],-2.0%
HADH2 inh,-25%,6%,19%&25%,-6%[11.4 µM],1%
Rhodamine autofl,i,.,i,.,i
Hsp90 Hop PPI,-4%,0%,?,-2%[11 µM],?
Pol III holo inh,-4%,-2%,-7%&-3%,-6%[11.4 µM],15%
ALOX15 inhib,-4%,-4%,-10%[25.6 µM],?,-15%
Fluorescein autfl,i,.,i,.,i
Texas Red fluor,i,.,i,.,i
Ub-GFP proteasome,-4%,.,-8%&-6%,21%[9.17 µM],-5%
4-MU autofl,i,.,i,.,i
GFP derepression,-2%,.,0%&-1%,2%,-2%

6	O=C(NCP(=O)(O)O)c1cccnc1
7	Oc1ccc(Cl)c(Cl)c1Cl
8	O=C(Cn1ncc2c3ccccc3n(Cc3ccc(F)cc3)c2c1=O)N1CCC2(CC1)OCCO2
9	S=C1NCCN1
10	c1ccc(N2CCC3(CCNCC3)CC2)nc1

Assay by compound,6,7,8,9,10
HBB splice mod,1.9%[9.22 µM],-0.5%,-0.9%,1.5%,0.1%
HADH2 inh,-9%[11.4 µM],-24%,?,-12%,1%
Rhodamine autofl,i,.,i,.,i
Hsp90 Hop PPI,-2%[11 µM],0%,-2%,-3%,?
Pol III holo inh,-4%[11.4 µM],-5%,1%,1%,-4%
ALOX15 inhib,-2%[11.4 µM],-10%,-1%,2%,8%
Fluorescein autfl,i,.,i,.,i
Texas Red fluor,i,.,?,.,i
Ub-GFP proteasome,-3%[9.17 µM],.,0%,.,-5%
4-MU autofl,i,.,i,.,i
GFP derepression,4%[9.22 µM],.,-1%,.,0%[9.22 µM]

11	COc1ccc(-c2nc(CSCC(=O)N3CCC4(CC3)OCCO4)c(C)o2)cc1OC
12	Cn1c(=O)cc(SCC(=O)N2CCC3(CC2)OCCO3)c2ccccc21
13	C(#CCN1CCOCC1)COCc1ccccc1
14	CN[C@H]1[C@H]2[C@H]3CCN2C[C@@H]1O3
15	CC(C)CC(=O)C[C@H](O)C(Cl)(Cl)Cl

Assay by compound,11,12,13,14,15
HBB splice mod,-2.0%,0.5%,-2.9%,.,1.9%[9.22 µM]
HADH2 inh,-3%,-11%,-5%,4%,-3%[11.4 µM]
Rhodamine autofl,i,i,i,i,i
Hsp90 Hop PPI,-3%,-3%,1%,0%,1%[11 µM]
Pol III holo inh,-4%,2%,-4%,-4%,6%[11.4 µM]
ALOX15 inhib,12%,1%,2%,.,9%[11.4 µM]
Fluorescein autfl,i,i,i,?,i
Texas Red fluor,?,i,i,i,i
Ub-GFP proteasome,2%,2%,-2%,-3%,6%[9.17 µM]
4-MU autofl,i,i,i,i,i
GFP derepression,-1%,-2%,5%,-5%[9.22 µM],-7%[9.22 µM]

Fetched by structure from the entries so far (two):
11	COc1ccc(-c2nc(CSCC(=O)N3CCC4(CC3)OCCO4)c(C)o2)cc1OC
15	CC(C)CC(=O)C[C@H](O)C(Cl)(Cl)Cl

Assay by compound,11,15
HBB splice mod,-2.0%,1.9%[9.22 µM]
HADH2 inh,-3%,-3%[11.4 µM]
Rhodamine autofl,i,i
Hsp90 Hop PPI,-3%,1%[11 µM]
Pol III holo inh,-4%,6%[11.4 µM]
ALOX15 inhib,12%,9%[11.4 µM]
Fluorescein autfl,i,i
Texas Red fluor,?,i
Ub-GFP proteasome,2%,6%[9.17 µM]
4-MU autofl,i,i
GFP derepression,-1%,-7%[9.22 µM]

(listing goes on)
16	CC(C)(C)C(=O)CP(=O)(O)O
17	CCC(=NCCC1=CCCCC1)c1c(O)[nH]c(=O)[nH]c1=O
18	CN1CCC(N2CC3CC(C2)c2cccc(=O)n2C3)CC1 (stereo unspecified)
19	CC(=Nc1ccc2c(c1)CCC2)c1c(O)n(C2CCCCC2)c(=O)[nH]c1=O
20	CCCN[C@@H]1CCc2c(OC)cccc2[C@@H]1C

Assay by compound,16,17,18,19,20
HBB splice mod,0.2%[9.22 µM],9.5%[0.369 µM],0.4%,6.0%[1.84 µM],.
HADH2 inh,-6%[11.4 µM],-6%,-10%,9%,4%
Rhodamine autofl,i,i,i,i,.
Hsp90 Hop PPI,1%[11 µM],-2%,-6%,3%,-1%
Pol III holo inh,-5%[11.4 µM],-4%,8%,4%,0%
ALOX15 inhib,5%[11.4 µM],-3%,36%[activator],4%,7%[25.6 µM]
Fluorescein autfl,i,?,?,?,.
Texas Red fluor,i,i,i,?,.
Ub-GFP proteasome,-9%[9.17 µM],-2%,-7%,-4%,12%
4-MU autofl,i,i,i,i,.
GFP derepression,0%[9.22 µM],2%,0%,-6%,-3%

21	Cc1ccc2c(c1)CC1(CN2C)C(=O)NC(=O)N(c2ccccc2C)C1=O (stereo unspecified)
22	Cc1ccc(O)c(C)c1
23	CCCCC(CC)COC(=O)c1ccccc1C(=O)OCC(CC)CCCC (stereo unspecified)
24	NCC1(c2ccc3c(c2)OCCO3)CCCC1
25	C[C@]12CC[C@H](O)CC1=CC[C@@H]1[C@H]2CC[C@]2(C)C(=O)CC[C@H]12

Assay by compound,21,22,23,24,25
HBB splice mod,2.1%[1.84 µM],0.1%,0.2%,.,1.4%
HADH2 inh,10%,-3%,-15%,.,-9%
Rhodamine autofl,i,.,.,i,i
Hsp90 Hop PPI,?,-4%,?,.,-4%
Pol III holo inh,-3%,4%,-7%,.,-3%
ALOX15 inhib,-24%,-7%,0%,.,5%
Fluorescein autfl,?,.,.,i,?
Texas Red fluor,i,.,.,i,i
Ub-GFP proteasome,-3%,.,.,.,-11%
4-MU autofl,i,.,.,i,i
GFP derepression,0%,.,.,0%[20.6 µM],-2%

26	O=C(CN1C2CCC1CC(O)(c1cccnc1)C2)Nc1ccc2c(c1)OCO2 (stereo unspecified)
27	COc1ccc(C[C@@H]2NC[C@H](O)[C@@H]2OC(C)=O)cc1
28	CC(C)(C)OOC(=O)c1ccccc1
29	COC(=O)C1=C(N)OC(C)=C(C(C)=O)C12C(=O)N(C)c1ccccc12 (stereo unspecified)
30	CC(C)C[C@H]1C(=O)N2CCC[C@@H]2[C@]2(O)O[C@](NC(=O)[C@H]3C=C4c5cccc6[nH]c(Br)c(c56)C[C@H]4N(C)C3)(C(C)C)C(=O)N12

Assay by compound,26,27,28,29,30
HBB splice mod,.,0.0%[20.6 µM],1.5%,2.0%,-2.2%[20.6 µM]
HADH2 inh,2%,-2%[25.6 µM],-1%,-12%,-4%[25.6 µM]
Rhodamine autofl,i,i,.,i,i
Hsp90 Hop PPI,-2%,-4%[26 µM],2%,0%,-9%[26 µM]
Pol III holo inh,-4%,-8%[25.6 µM],-3%,-7%,1%[25.6 µM]
ALOX15 inhib,15%,-2%[25.6 µM],1%,11%,-9%[25.6 µM]
Fluorescein autfl,i,i,.,?,?
Texas Red fluor,i,?,.,?,?
Ub-GFP proteasome,3%,0%[20.5 µM],.,-2%,5%[20.5 µM]
4-MU autofl,i,i,.,i,2.7e-08M*
GFP derepression,1%,0%[20.6 µM],.,-3%,0%[20.6 µM]

31	CNC(=O)Oc1cccc2ccccc12
32	C=C(C)[C@@H]1CN[C@H](C(=O)O)[C@H]1CC(=O)O
33	O=C(c1cc(=O)[nH]c2ccc(Br)cc12)N1CCC2(CC1)OCCO2
34	c1ccc(Nc2ccc(Nc3ccccc3)cc2)cc1
35	O=P(OCCCl)(OCCCl)OCCCl

Assay by compound,31,32,33,34,35
HBB splice mod,0.9%,0.6%,-0.8%,-1.6%,-1.0%
HADH2 inh,40µM*,10%,-2%,?,9%
Rhodamine autofl,.,i,i,.,.
Hsp90 Hop PPI,2%,-6%,-4%,?,?
Pol III holo inh,-3%,-6%,4%,-5%,-6%
ALOX15 inhib,-22%,.,5%,4µM*,5%
Fluorescein autfl,.,i,i,.,.
Texas Red fluor,.,?,i,.,.
Ub-GFP proteasome,.,0%,0%,.,.
4-MU autofl,.,i,?,.,.
GFP derepression,.,0%,6%,.,.

An excerpt (hit frequency here may not be typical).
